Compound activity from PubChem BioAssay.
IDE act – human IDE activators in live cells, primary screen, fluorescence polarization, HEK cells, FAbeta-B substrate | Insulin-degrading enzyme (Homo sapiens), P14735 | FAbeta-B cleavage; 0% vehicle, 100% cell-free pure enzyme wells | activation, % at 5.96 µM | 340,000 tested, 0.073% active;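 active = activation above the mean of all tested compounds plus 3 SD, set per screening campaign, cut at about 17% in these data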
M4 PAM – human M4 muscarinic receptor positive allosteric modulators, primary screen, CHO-K1 cells, Fluo-8 calcium fluorescence; Muscarinic acetylcholine receptor M4 (Homo sapiens), P08173; CHO-K1 hM4/Gqi5, ACh EC20; 0% = ACh EC20, 100% = maximal ACh; activation, % at 3 µM; 360,000 tested, 0.4% active; AID 624126, 2012;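 active = activation above its plate's cutoff, the mean activation of sample wells plus 3 SD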; also: some results filed as inactive read as strong as hits
Target sequence (P08173 whole entry, looked up): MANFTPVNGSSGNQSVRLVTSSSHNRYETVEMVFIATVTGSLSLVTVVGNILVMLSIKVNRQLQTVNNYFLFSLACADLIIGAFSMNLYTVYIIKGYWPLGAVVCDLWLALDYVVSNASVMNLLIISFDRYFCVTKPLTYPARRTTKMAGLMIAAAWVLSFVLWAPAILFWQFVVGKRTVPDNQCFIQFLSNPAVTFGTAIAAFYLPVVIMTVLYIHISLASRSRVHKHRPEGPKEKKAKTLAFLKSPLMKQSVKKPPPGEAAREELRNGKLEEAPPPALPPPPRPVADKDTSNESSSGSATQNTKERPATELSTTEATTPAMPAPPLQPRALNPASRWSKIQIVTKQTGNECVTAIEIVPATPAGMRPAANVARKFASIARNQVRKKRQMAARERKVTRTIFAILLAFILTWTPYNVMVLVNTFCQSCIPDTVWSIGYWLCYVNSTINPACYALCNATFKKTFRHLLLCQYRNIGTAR
PHOSPHO1 block – PubChem AID 1565; Phosphoethanolamine/phosphocholine phosphatase (Homo sapiens), Q8TCT1; recombinant PHOSPHO1, absorbance phosphatase assay; inhibition, % at 13.3 µM; 290,000 tested, 1.1% active; in the data active = inhibition above about 60%
Target sequence (Q8TCT1 whole entry, looked up): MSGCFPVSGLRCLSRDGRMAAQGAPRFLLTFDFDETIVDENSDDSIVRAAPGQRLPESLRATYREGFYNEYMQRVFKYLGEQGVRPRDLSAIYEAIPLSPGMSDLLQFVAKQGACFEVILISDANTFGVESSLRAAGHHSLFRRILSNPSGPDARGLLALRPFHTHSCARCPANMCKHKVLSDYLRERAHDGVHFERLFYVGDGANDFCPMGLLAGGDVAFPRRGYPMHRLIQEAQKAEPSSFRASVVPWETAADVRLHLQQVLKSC
CRFBP-R2 agonist – agonists of CRF-BP/CRF-R2 complex, primary screen, cell-based, HEK293, calcium dye fluorescence, uHTS; CRF-binding protein / CRF receptor 2 complex (human); calcium dye fluorescence (FLIPR); percent of saturating CRF peptide response; activation, % at 13.2 µM; 350,000 tested, 0.46% active; AID 588473, 2011;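 active = activation of at least 50%, plus an integration ratio under a set limit after plate pattern correction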;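 also: plate controls were neutral control wells without compound for no effect and CRF at EC100 for full effect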
IDE inh – human IDE inhibitors in live cells, primary screen, fluorescence polarization, HEK cells, FAbetaB substrate; 320,000 tested, 0.41% active; FAbetaB cleavage; AID 434962, 2010; Insulin-degrading enzyme (Homo sapiens), P14735; inhibition, % at 5.59 µM;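 active = percent inhibition above the average of all tested compounds plus 3 SD, set per screening campaign, cut at about 16% in these data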;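 also: IDE supplied by intact live HEK cells; FP after avidin binding of uncleaved biotin substrate so inhibition keeps polarization high; 0% = DMSO wells and 100% = 60 µM reference IDE inhibitor Ii1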
GalR3 antagonist – GalR3 antagonists in HEK293 cells, primary screen, cell-based, fluorescence readout; 360,000 tested, 0.44% active; HEK293 GalR3-CNG cAMP membrane potential fluorescence; galR3 body fused to GalR1 C-terminus; AID 651719, 2012; Galanin receptor type 3 (Homo sapiens), O60755; inhibition, % at 3 µM;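 active = inhibition above the screen-wide average plus 3 SD, cut at about 13% in these data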;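 also: forskolin and galanin both at EC90 stimulate the cells; cAMP rise reported by CNG channel membrane potential dye signal; 0% = forskolin plus galanin with DMSO and 100% = forskolin alone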
Target sequence (O60755 1-299 limits assumed): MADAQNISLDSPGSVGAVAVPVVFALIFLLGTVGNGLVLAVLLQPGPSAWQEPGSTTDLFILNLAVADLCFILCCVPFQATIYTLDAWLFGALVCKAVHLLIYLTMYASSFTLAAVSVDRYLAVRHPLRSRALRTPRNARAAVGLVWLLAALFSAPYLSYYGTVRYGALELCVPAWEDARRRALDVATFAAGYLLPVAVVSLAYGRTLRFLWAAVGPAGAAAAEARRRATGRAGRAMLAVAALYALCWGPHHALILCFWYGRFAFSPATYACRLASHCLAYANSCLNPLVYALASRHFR
MEKK3 PB1 HTS – modulators of MEKK3-MEK5 PB1 binding, primary screen, biochemical, wildtype MEKK3, multiplex bead flow cytometry, Alexa488-MEK5 | Mitogen-activated protein kinase kinase kinase 3 (Homo sapiens), Q99759 | bead-based flow cytometry, Alexa488-MEK5 binding to MEKK3; actives lie on both sides; 0 = blocked by unlabeled MEK5, 100 = vehicle | binding response (% of control), % at 10 µM | 290,000 tested, 1.4% active | AID 1529, 2009;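 active = binding response more than 3 SD above or below the average of its plate-row segment, actives on both sides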;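 also: Alexa488 bead fluorescence after subtracting the streptavidin-only scavenger bead signal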
pCIP destab – p/CIP-EGFP fusion destabilizers, primary screen, fluorescence, F442A cells. 16 h. decrease of EGFP signal, % at 10 µM. 290,000 tested, 0.01% active. AID 1984, 2009;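 active = EGFP signal decrease of at least 30% at 10 µM or well 3 SD below plate mean, unless failing retest; inactive = the rest, including hits failing retest or dose response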; also: some compounds called inactive have numbers as strong as hits; many of its hits are not listed in these tables
CRFR2-BP antag – antagonists of CRF-BP/CRF-R2 complex, primary screen, cell-based, HEK293, calcium dye fluorescence, uHTS. 350,000 tested, 0.59% active. inhibition, % at 11.8 µM. CRF-induced calcium fluorescence. AID 588475, 2011;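 active = inhibition of the ligand-induced calcium signal above about 50% at the single tested concentration, limit read from the data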
The depositor's hits bear a star; . = not tested or not shown.

SMILES	IDE act	M4 PAM	PHOSPHO1 block	CRFBP-R2 agonist	IDE inh	GalR3 antagonist	MEKK3 PB1 HTS	pCIP destab	CRFR2-BP antag
O=C(c1ccc(Cn2cc([N+](=O)[O-])cn2)o1)N1N=C(C(F)F)CC1(O)C(F)F (stereo unspecified)	-3	-2	16	10	2	.	96	2	-20
COc1cc(NC(C)=O)ccc1NC(=O)c1cc2ccccc2o1	5	-2	29	-1.3	3	-9	106	-13	1
CNc1nnc(-c2ccc(C)cc2)c2ccccc12	-2	7	17	-3.7	4	0	100	-12	6
CCOC(=O)C1CCN(C(=O)c2ccc(Cl)c(NC3=NC4CS(=O)(=O)CC4S3)c2)CC1 (stereo unspecified)	0	-1	-9	-1.8	3	.	116	-3	11
Cc1cccc(C(=O)NC(=S)NNC(=O)COc2ccc(Cl)cc2)c1	1	2	46	59*	.	-5	103	-2	-101
O=C(O)CNc1nc(Cl)ccc1[N+](=O)[O-]	2	-2	46	1.6	-3	-2	101	-1	6
O=c1c2cn[nH]c2[nH]c(=S)n1-c1ccccc1F	-4	5	18	0.6	9	-4	100	12	9
Cc1[nH]c(=O)[nH]c(=O)c1S(=O)(=O)N(CC(C)C)CC(C)C	.	10	-20	-0.1	11	-1	122	-2	10
CCOC(=O)C1(CCOc2ccccc2)CCN(Cc2cccc(OC)c2)CC1	1	-13	.	-1.5	-3	-14	105	.	2
C=CCNC(=O)C(C)N1c2cccc3cccc(c23)S1(=O)=O (stereo unspecified)	-3	-4	.	3.1	-2	-8	110	2	0
COc1ccccc1-c1nc(-c2ccc(C)nc2OC)no1	4	-5	-10	-2.2	0	-1	109	-11	-23
Cc1ccc(SCC(=O)Nc2ccc(N3CCN(c4ccccc4)CC3)c(F)c2)cc1	1	9	22	-0.4	-3	-5	100	0	0
O=C(CCNc1cc(Cl)cc(Cl)c1)c1ccco1	3	-6	-7	1.1	-3	-6	109	1	17
COc1ccc(/C=C/C(=O)NC(=S)Nc2ccc(S(=O)(=O)Nc3ccc(OC)nn3)cc2)cc1	-5	5	-1	-0.3	2	-3	98	-13	-4
C[C@@H](NC(=O)c1ncn(C)c1C(=O)N[C@H](C)c1ccccc1)c1ccccc1	-4	17	.	2.7	-1	-3	.	.	-17
COc1ccccc1Nc1nc(NCC(C)C)nc(N)c1[N+](=O)[O-]	4	-3	37	-1.2	6	-4	100	2	-30
O=C(Cc1ccccc1)NC(=S)Nc1ccc2oc(-c3ccccc3F)nc2c1	1	12	26	-1.4	0	0	98	-5	32
Cn1c(=O)c(C(=O)COC(=O)c2cc(C(F)(F)F)nc3ccccc23)c(N)n(Cc2ccccc2)c1=O	.	.	13	.	3	-3	103	2	.
Cc1ccc(Oc2ncccc2NC(=O)CCCC(=O)O)c2c1CCC2	.	-5	43	-0.2	-4	-1	106	-2	-1
Nn1c(SCCOc2ccc(Cl)cc2)nnc1-c1cccnc1	-4	-7	-86	-1.0	3	-3	102	2	28
NC1=C(c2ccc([N+](=O)[O-])cc2)C(=O)CO1	2	-2	-23	0.5	5	0	103	-18	-6
COc1cc(OC)c(C(=O)OCC(=O)N2CCN(S(=O)(=O)c3ccc(C)cc3C)CC2)cc1OC	3	8	.	-1.5	.	-6	.	.	-4
COc1cc(NC(=S)N2CCN(C)CC2)c(OC)cc1Cl	-2	11	4	0.6	-1	-1	97	-3	-12
Cc1cccc(C(=O)Nc2nccs2)c1[N+](=O)[O-]	6	-7	-4	1.7	-4	-2	99	1	-3
C=CCn1c(-c2cc(OC)cc(OC)c2)n[nH]c1=S	-5	-2	97*	-0.4	-1	-3	99	-5	1

Full records from above. Order of values: IDE act	M4 PAM	PHOSPHO1 block	CRFBP-R2 agonist	IDE inh	GalR3 antagonist	MEKK3 PB1 HTS	pCIP destab	CRFR2-BP antag
Cc1ccc(SCC(=O)Nc2ccc(N3CCN(c4ccccc4)CC3)c(F)c2)cc1 is entered as 1	9	22	-0.4	-3	-5	100	0	0
O=C(CCNc1cc(Cl)cc(Cl)c1)c1ccco1 is entered as 3	-6	-7	1.1	-3	-6	109	1	17

Following part.
SMILES	IDE act	M4 PAM	PHOSPHO1 block	CRFBP-R2 agonist	IDE inh	GalR3 antagonist	MEKK3 PB1 HTS	pCIP destab	CRFR2-BP antag
Cc1cc(C)n(CCCNC(=O)COc2ccc([N+](=O)[O-])cc2)n1	6	10	.	-1.1	1	-5	.	.	10
S=C1NC[C@H](Cc2cccc3ccccc23)N1CC1CCCCC1	3	10	0	2.6	-7	-10	110	-4	-7
NC(=O)C1CCN(C(=O)c2ccc(OCC(=O)Nc3cccc(C(F)(F)F)c3)cc2)CC1	2	4	.	-1.8	6	-3	.	.	7
COc1cccc(OCC(O)CN2CCN(C(c3ccccc3)c3ccccc3)CC2)c1 (stereo unspecified)	2	-12	.	1.1	4	-7	.	.	-1
CC(C)N(Cc1ccccc1)C(=S)NCc1ccccc1	1	-4	-4	0.7	1	-3	99	5	-6
COc1ccc(CC(=O)N/N=C(\C)CC(=O)Nc2ccc(N(C)C)cc2)cc1OC	4	7	-16	-0.1	-1	-6	101	4	-2
Cc1ccc2cc3cc(C(=O)NCc4ccc5c(c4)OCO5)oc3nc2c1	-9	-2	2	-1.6	.	-3	.	3	5
NNc1nc2ccccc2nc1C(F)(F)F	-5	7	20	8.1	1	-5	102	2	-2
Cc1cnn(-c2ccc3nnc(-c4ccc(Cl)cc4)n3n2)c1	-1	7	17	0.6	4	-1	102	-1	-4
CCC1=NN2C(=N)/C(=C\c3ccc(OCCOc4ccc(NC(C)=O)cc4)cc3)C(=O)N=C2S1	0	0	26	-0.2	7	-7	100	-25	-13
CCC(=N\NC(=O)COc1ccccc1OC)/C(CC)=N/NC(=O)COc1ccccc1OC	2	12	.	-0.4	0	-5	.	.	-10
CC(=O)OCC1=C(C(=O)O)N2C(=O)C(NC(=O)c3ccc(F)cc3)C2SC1 (stereo unspecified)	2	-2	7	2.9	8	-6	139*	-2	-7
CCOc1ccc(Nc2cc(C)nc3nc(C)nn23)cc1	7	9	4	-3.1	2	3	106	-9	16
CCOC(=O)C1=C(COC(=O)c2sccc2C)NC(=O)NC1C (stereo unspecified)	2	4	.	0.1	1	0	.	.	-4
CN(Cc1cn(C)nc1-c1cccc(Cl)c1)Cc1nccn1C	3	-16	41	0.2	3	-2	86	6	-9
CN(Cc1ccccc1)S(=O)(=O)c1ccc(Cl)c(C(=O)N2CCC(C(N)=O)CC2)c1	3	12	.	-0.9	5	-5	.	.	-15
O=S(=O)(NCC1CN(S(=O)(=O)c2c(F)cccc2F)C1)c1ccc2c(c1)OCCO2	5	-7	.	-0.6	-1	73*	.	.	3
O=C(NCc1ccco1)C1CC(c2ccccc2O)=NO1 (stereo unspecified)	3	-4	39	77*	6	-7	100	5	-55
O=C1OC(c2cccs2)=N/C1=C\c1ccc(-c2cccc(Cl)c2)o1	7	1	-3	7.6	-1	-5	98	2	-20
O=C(CCC1CCCCC1)NCc1cccs1	-3	0	1	-0.6	7	-3	104	-6	9
CCCC(O)(c1ccc(CC)cc1)C(CN1CCOCC1)c1ccccc1 (stereo unspecified)	1	-11	50	1.4	.	-11	104	-8	-20
Cc1ccc(S(=O)(=O)NCC(=O)NCC(=O)N2CCC(C)CC2)cc1	6	7	14	1.5	1	-4	97	1	-4
O=C(CN1C(=O)COc2ccc(S(=O)(=O)N3CCCCC3)cc21)NCc1ccc(Cl)cc1	-1	-6	7	0.1	7	-7	102	8	-21
COc1ccccc1CN1CC(C(=O)N2CCCCO2)CCC1=O (stereo unspecified)	5	-1	44	0.8	1	1	100	3	-15
COc1ccc(CN(C)CCCn2cnc3c(SC)ncnc32)cc1OC	.	5	.	-1.7	.	-7	.	.	3

(cont.)
SMILES	IDE act	M4 PAM	PHOSPHO1 block	CRFBP-R2 agonist	IDE inh	GalR3 antagonist	MEKK3 PB1 HTS	pCIP destab	CRFR2-BP antag
Cc1ccc(-c2nnc(SCC(=O)NCC3CCCO3)n2C)cc1 (stereo unspecified)	5	-7	12	-0.3	3	-5	102	3	1
O=[N+]([O-])c1ccccc1SN(Cc1ccccc1)c1ccccn1	-1	-11	-5	-1.8	1	-5	106	-3	3
O=c1cc(N2CCc3ccccc32)[nH]c(=O)n1-c1ccc(Cl)cc1	-2	-9	4	0.7	6	6	110	-14	0
CCCNS(=O)(=O)c1ccc(OCC(=O)OC)cc1	1	6	-1	-1.3	3	-7	106	-7	5
COc1cc2cc(CN(Cc3ccc4c(c3)OCO4)C(=O)c3ccco3)c(=O)[nH]c2cc1OC	0	-14	.	0.2	9	2	98	.	4
CCOc1ccc(/C=N/NC(=O)c2ccc3nc[nH]c3c2)cc1OC	.	-4	.	-0.3	.	-4	.	.	1
O=S(=O)(NC(=NC1CCCCC1)c1ccccc1F)c1ccccc1	1	2	-4	-1.3	4	-13	100	-5	7
COc1ccc(Nc2nc(S(=O)(=O)c3ccc(C)cc3)c(Cl)s2)cc1	2	-2	3	0.0	-1	-6	94	-1	-1
COc1ccc(C(C)NC(=O)C23CC4CC(CC(C4)C2)C3)cc1OC (stereo unspecified)	4	-7	8	0.7	0	-9	101	-14	-38
OCC1OC(n2cnc3c(SCc4ccccc4)ncnc32)C(O)C1O (stereo unspecified)	-6	-2	.	-1.9	.	1	.	.	6
Cn1c(NCCCN2CCOCC2)nc2c1c(=O)n(Cc1ccc(Cl)c(Cl)c1)c(=O)n2C	1	8	-38	0.1	7	-5	100	-12	-17
O=C(CN1CCC(O)CC1)N1c2ccccc2C=Cc2ccccc21	6	-21	2	1.5	2	-1	108	-10	-15
CCOc1ccc(-n2nnnc2SCC(=O)c2ccccc2)cc1	5	-3	20	3.0	1	1	102	-7	5
COc1cc(CN2CCCN(C)CC2)cc([N+](=O)[O-])c1O	7	-5	14	0.7	0	-8	91	2	17
Cc1cccc(OCCCCCN2CCOCC2)c1	2	-6	24	-1.7	.	4	103	-3	19
C#Cc1ccc([C@@H]2C=C(C(=O)N3CCN(Cc4ccc5c(c4)OCO5)CC3)O[C@H](OCC)[C@H]2CCCO)cc1	6	5	24	-3.8	1	-5	101	-11	9
COc1ccc(C(C)(C)NC(=O)C2CCC(=O)N(C3CCCC3)C2)cc1OC (stereo unspecified)	-1	0	13	0.3	4	-1	103	4	1
O=C(C1CCCN1S(=O)(=O)c1cccc2nsnc12)N1CCCCC1 (stereo unspecified)	1	0	32	1.8	0	-3	105	-6	17
O=C(/C=C/c1cccc([N+](=O)[O-])c1)Nc1cc(C(=O)O)cc(C(=O)O)c1	4	3	6	-0.4	-1	7	100	-14	-4
COc1ccc2c(CC(=O)NCCN3C(=O)S/C(=C\c4cccnc4)C3=O)coc2c1	6	-7	-18	-1.1	-2	0	109	3	0
CC(C)CC(NC(=O)C1CCCCC1)C(=O)NCc1ccccn1 (stereo unspecified)	3	3	-15	-1.6	0	-3	100	-6	12
C=CCN(C(=O)CCC(=O)Nc1cc(C)on1)C(C(=O)NC1CCCC1)c1ccc(Cl)cc1 (stereo unspecified)	3	1	28	1.4	-4	-4	98	0	-9
CC(=O)Nc1ccc(C=C(C#N)c2ccc(C)cc2)cc1	.	-4	.	0.6	.	-1	.	.	-22
